Source: PubChem BioAssay
IL-2 act – activators of IL-2; AID 652025; IL-2 activation reporter assay, cell-based qHTS; stimulated with anti-CD3/CD4/CD28 beads; in transgenic mouse T cells; hit rate 0.065% among 360,000; activation, % (series mostly up to about 46 µM); in the data active means activation above about 50%; inconclusive means mostly about 30% to 49%; further: 0% is about no effect
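EGFP and DsRed fluorescence is measured by plate cytometry in unstimulated transgenic mouse T cells exposed to compound for 60 minutes, then stimulated 18 hours at 37 degrees C with anti-CD3/anti-CD4 beads plus anti-CD28.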
Abeta yeast res – A-beta toxicity reversal in yeast; yeast expressing A-beta42, growth rescue, OD600, 48 h; response scale: 0% DMSO, 100% iron-clioquinol control; Potency, µM (doses to about 46.1 µM), for inactives: at the highest dose growth rescue, hits mostly activators; hit rate 0.063% among 410,000; further: potency means the concentration at half of the fitted maximal effect; nearly all actives have a fitted effect of over 55% in size
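Yeast A-beta toxicity model in growth medium with pinned compounds, 48 h at 30 C; growth read as absorbance at 600 nm. Normalized to FeCl3/clioquinol equimolar mix (positive) and DMSO (negative).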
WRN inhibitor – inhibitors of human WRN helicase; Q14191; Potency, µM (titrated, usually from 114 µM), without a hit: at the top dose activity change, negative = inhibition, actives largely listed as inhibitors; hit rate 0.46% among 360,000; AID 651768; WRN helicase unwinding, fluorescent forked duplex, kinetic; further: potency means the concentration at half of the fitted maximal effect; on the % scale 0 is the no-effect control and ±100 the full control effect; nearly all actives have a fitted effect of over 55% in size
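WRN at 20 nM final was preincubated with compound for 15 min at room temperature; reaction started with 100 nM forked duplex oligonucleotide carrying fluorophore and quencher plus 2 mM ATP (final). Unwinding followed kinetically by red fluorescence (ex 525/em 598 nm).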
PLK1 PBD inh – inhibitors of human PLK1 polo-box domain binding. P53350. AID 720504. hit rate 2.8% among 360,000. Plk1 PBD binding of FITC phosphopeptide, fluorescence polarization. Potency, µM, for inactives: max response, negative = inhibition, hits mostly inhibitors; further: potency means the concentration at half of the fitted maximal effect; series mostly up to about 57 µM; on the % scale 0 is the no-effect control and ±100 the full control effect; nearly all actives have a fitted effect of over 65% in size
aSyn yeast inh – inhibitors of alpha-synuclein toxicity in yeast | Yeast expressing alpha-synuclein, growth rescue, BacTiter-Glo, 24 h | Potency, µM (top dose mostly 46.1 µM), for inactives: top-dose growth rescue (activation), usual class: activators | hit rate 0.14% among 370,000; further: potency means the concentration at half of the fitted maximal effect; % of control where 0% means no effect; nearly all actives have a fitted effect of over 65% in size
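Readout is rescue of growth in alpha-synuclein-expressing yeast, so inhibitors of toxicity appear as activators. Growth after 24 hr at 30 deg C in galactose medium is quantified by luminescence.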
PI5P4K alpha inh – blocks human PI5P4K alpha kinase activity. PI5P4Kalpha enzyme, ADP-Glo luminescence, 60 min; hits give low values. hit rate 1.2% among 330,000. max response, %. AID 652105. P48426; active means max response of -50% or lower; inconclusive means between -30% and -50%; inactive means -30% or higher; further: value at the top dose of about 77 µM; on the % scale 0 is the no-effect control and ±100 the full control effect
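Luminescence from ADP-Glo served as readout of PI5P4Kalpha activity in a qHTS format. Reaction: enzyme, substrate, compound, ATP at 5 microM final, 60 min at RT.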
EPAC1 agonist – agonists of human EPAC1. hit rate 0.073% among 360,000. AID 720707. Potency, µM (titrated, usually from 154 µM), without a hit: at the highest dose activation, actives largely listed as activators. EPAC1 agonist qHTS, biochemical assay; response scale: 100% = response to 6.5 mM cAMP; further: potency means the concentration at half of the fitted maximal effect; nearly all actives have a fitted effect of over 60% in size
Target sequence (O95398 whole entry, looked up): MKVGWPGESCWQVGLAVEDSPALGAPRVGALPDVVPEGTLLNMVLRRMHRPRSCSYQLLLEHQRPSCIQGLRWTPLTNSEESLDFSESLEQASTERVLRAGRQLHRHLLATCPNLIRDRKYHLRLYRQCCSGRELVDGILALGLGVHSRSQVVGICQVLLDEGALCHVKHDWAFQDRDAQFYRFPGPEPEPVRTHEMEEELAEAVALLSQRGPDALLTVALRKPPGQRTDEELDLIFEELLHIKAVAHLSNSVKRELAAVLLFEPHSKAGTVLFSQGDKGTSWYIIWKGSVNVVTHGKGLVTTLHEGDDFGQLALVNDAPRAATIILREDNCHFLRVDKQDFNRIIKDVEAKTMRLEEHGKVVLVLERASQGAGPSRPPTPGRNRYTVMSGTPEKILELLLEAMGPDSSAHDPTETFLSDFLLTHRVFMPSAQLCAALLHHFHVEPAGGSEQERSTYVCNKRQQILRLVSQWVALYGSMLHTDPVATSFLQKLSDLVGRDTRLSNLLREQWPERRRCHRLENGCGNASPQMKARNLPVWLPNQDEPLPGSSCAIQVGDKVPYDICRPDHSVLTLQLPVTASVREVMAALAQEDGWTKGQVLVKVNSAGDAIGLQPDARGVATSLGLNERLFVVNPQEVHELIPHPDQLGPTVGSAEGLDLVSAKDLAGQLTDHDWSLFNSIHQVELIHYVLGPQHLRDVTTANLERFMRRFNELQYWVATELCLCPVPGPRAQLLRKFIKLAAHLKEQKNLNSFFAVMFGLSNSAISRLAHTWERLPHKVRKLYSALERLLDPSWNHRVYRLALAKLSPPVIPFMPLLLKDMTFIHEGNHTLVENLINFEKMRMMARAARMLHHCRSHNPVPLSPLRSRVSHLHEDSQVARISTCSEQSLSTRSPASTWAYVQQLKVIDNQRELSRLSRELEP
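Nucleotide exchange assay: 100 nM EPAC1 with 250 nM Rap1B loaded with BODIPY-GDP and 50 uM GDP, room temperature. Fluorescence (480/540 nm) read every 5 min for 30 min; signal change normalized to 6.5 mM cAMP as full agonist.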
FUS yeast rescue – FUS proteinopathy suppression in yeast; Potency, µM (series often up to 76.6 µM), for the others: at the highest dose growth rescue (activation), most hits filed as activators; S. cerevisiae FUS-expressing, growth rescue, OD600, 24 h; hit rate 0.24% among 390,000; AID 1347120;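 further: potency means the concentration at half of the fitted maximal effect; plate controls were DMSO vehicle for no effect and reference control for full effect; nearly all actives have a fitted effect of over 55% in size; some results filed as inactive show a strong effect at the top dose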
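Compound concentration series was pinned onto galactose-induced FUS-expressing yeast seeded at OD 0.005. Plates sat 24hr at 30C; absorbance at 600 nm gave growth. DMSO served as background control.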
EPAC1 antag – EPAC1 (human) antagonism | O95398 | hit rate 0.14% among 360,000 | Potency, µM (highest dose often 115 µM), for the others: at the highest dose activity change, negative = inhibition, most hits filed as inhibitors | EPAC1 GEF assay, Rap1b-BODIPY-GDP exchange fluorescence | AID 720709;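 further: potency means the concentration at half of the fitted maximal effect; plate controls were vehicle for no effect and positive control for full effect; nearly all actives have a fitted effect of over 50% in size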
Numbers without * were called inactive; ? = inconclusive; . = not tested or not shown; & = joins results of further samples; [ ] = another dose, or the depositor's remark. Unless noted, the call rests on the fitted dose curve; in most records, active means well fitted curve in the direction sought with a large enough effect; inconclusive means small, poorly fitted or top-dose-only effect, or another doubt; inactive means no such curve, though single readings can be large; an effect the other way counts as inactive or inconclusive.

SMILES	IL-2 act	Abeta yeast res	WRN inhibitor	PLK1 PBD inh	aSyn yeast inh	PI5P4K alpha inh	EPAC1 agonist	FUS yeast rescue	EPAC1 antag
Brc1ccccc1Cn1cnc2ccccc21	0.2	-4%	7%	-1%	-1%	1	-9%	-26%	-3%
C[C@@H]1CCCCO[C@@H](CN(C)C(=O)C2CCCCC2)[C@@H](C)CN([C@H](C)CO)C(=O)c2cc(NC(=O)NC3CCCCC3)ccc2O1	-4.3	-12%	-1%	-18%	25%	2	-8%	?	-7%
O=C(CSc1nnnn1Cc1ccccc1)Nc1cccc(F)c1	-2.6	-5%	-6%	-8%	4%	6	-1%	6%	-17%
CCN(c1ccccc1)S(=O)(=O)c1ccc(C(=O)OC(C)C(=O)NCCC2=CCCCC2)cc1 (stereo not given)	-4.7	4%	-2%	-1%	15%	-3	0%	.	5%
CC1CCC2C(=O)N(c3cccc(C(=O)Nc4ccccc4Cl)c3)C(=O)C2C1 (stereo not given)	3.0	11%	-7%	-3%	-5%	0	-9%	5%	1%
COC(=O)c1ccc2c(=O)[nH]c(CSc3nc(-c4ccc(F)cc4)cs3)nc2c1	-3.5	-14%	-3%	-14%	-5%	-8	11%	27%	10%
COc1ccccc1C(=O)Nc1ccc(C(=O)N2CCCCC2)cc1	-2.3	0%	-7%	-5%	2%	2	2%	.	-6%
COCCNC(=O)C(c1ccc(F)cc1)N(CCOC)C(=O)CCC(=O)Nc1nccs1 (stereo not given)	-0.3	9%	2%	-5%	-2%	2	2%	-13%	-10%
COC(=O)c1c(C)nc(C)c(C(=O)OC)c1-c1ccc(OC)c(OC)c1	0.7	-14%	6%	-19%	1%	2	0%	13%	-12%
O=C(O)C1CCN(C(=O)COc2ccc3c4c(c(=O)oc3c2)CCC4)CC1	6.7	14%	-4%	-2%	5%	0	-7%	22%	-2%

Ordered by length of the SMILES (largest number first): 10 of the compounds above
SMILES	IL-2 act	Abeta yeast res	WRN inhibitor	PLK1 PBD inh	aSyn yeast inh	PI5P4K alpha inh	EPAC1 agonist	FUS yeast rescue	EPAC1 antag
C[C@@H]1CCCCO[C@@H](CN(C)C(=O)C2CCCCC2)[C@@H](C)CN([C@H](C)CO)C(=O)c2cc(NC(=O)NC3CCCCC3)ccc2O1	-4.3	-12%	-1%	-18%	25%	2	-8%	?	-7%
CCN(c1ccccc1)S(=O)(=O)c1ccc(C(=O)OC(C)C(=O)NCCC2=CCCCC2)cc1 (stereo not given)	-4.7	4%	-2%	-1%	15%	-3	0%	.	5%
COC(=O)c1ccc2c(=O)[nH]c(CSc3nc(-c4ccc(F)cc4)cs3)nc2c1	-3.5	-14%	-3%	-14%	-5%	-8	11%	27%	10%
COCCNC(=O)C(c1ccc(F)cc1)N(CCOC)C(=O)CCC(=O)Nc1nccs1 (stereo not given)	-0.3	9%	2%	-5%	-2%	2	2%	-13%	-10%
CC1CCC2C(=O)N(c3cccc(C(=O)Nc4ccccc4Cl)c3)C(=O)C2C1 (stereo not given)	3.0	11%	-7%	-3%	-5%	0	-9%	5%	1%
O=C(O)C1CCN(C(=O)COc2ccc3c4c(c(=O)oc3c2)CCC4)CC1	6.7	14%	-4%	-2%	5%	0	-7%	22%	-2%
COC(=O)c1c(C)nc(C)c(C(=O)OC)c1-c1ccc(OC)c(OC)c1	0.7	-14%	6%	-19%	1%	2	0%	13%	-12%
COc1ccccc1C(=O)Nc1ccc(C(=O)N2CCCCC2)cc1	-2.3	0%	-7%	-5%	2%	2	2%	.	-6%
O=C(CSc1nnnn1Cc1ccccc1)Nc1cccc(F)c1	-2.6	-5%	-6%	-8%	4%	6	-1%	6%	-17%
Brc1ccccc1Cn1cnc2ccccc21	0.2	-4%	7%	-1%	-1%	1	-9%	-26%	-3%

Later entries.
SMILES	IL-2 act	Abeta yeast res	WRN inhibitor	PLK1 PBD inh	aSyn yeast inh	PI5P4K alpha inh	EPAC1 agonist	FUS yeast rescue	EPAC1 antag
COc1ccc(/C=C(/NC(=O)c2ccco2)C(=O)Nc2ccc(C(=O)O)cc2)cc1	0.2	-6%	-3%	3%	1%	-10	-1%	2%	-1%
O=C(COc1ccc(Cl)cc1)Nc1ccccc1Cl	0.8	10%	-5%	-7%	-19%	5	16%	-12%	-12%
O=C(Cn1[nH]c(=O)c2ccccc2c1=O)N1CC=C(c2ccccc2)CC1	0.1	-6%	2%	-1%	7%	3	-2%	14%	-5%
COC(=O)c1ccccc1NC(=S)N(Cc1ccc2c(c1)OCO2)Cc1cc2ccc(OC)cc2[nH]c1=O	2.7	5%	-23%	-6%	0%	3	4%	.	-3%
Oc1ccccc1CN1CCCC(N2CCc3ccccc3C2)C1 (stereo not given)	-1.7	8%	9%	-19%	-6%	5	-3%	25%	-20%
CC(C)C(NC(=O)C12CC3CC(CC(C3)C1)C2)C(=O)O (stereo not given)	0.0	22%	8%	-7%	-7%	.	-6%	13%	-1%
O=C(Nc1ccc(CN2CCCCC2)cc1)c1cc(Br)ccc1Cl	0.2	-4%	-1%	-6%	1%	-1	-3%	25%	-24%
COc1ccc(OCC(=O)Nc2ncc3c(n2)CC(C)(C)CC3=O)cc1	-1.3	-9%	10%	-1%	-11%	3	7%	14%	28%
N#Cc1ccccc1CSc1nnc(-c2ccncc2)o1	-2.8	2%	-3%	-11%	-13%	0	-19%	?	-12%
Cc1ccc(Nc2nc(/N=C/NO)n[nH]2)cc1C	-0.6	-11%	1%	9%	11%	-7	0%	-9%	4%
Cc1snc(SCC(=O)N/N=C(\N)COc2cccc(C(F)(F)F)c2)c1C#N	-0.5	26%	2%	?	-1%	6	-5%	16%	6%
CCN(CC)CCN(C)Cc1ccc(Br)cc1	1.8	1%	-5%	2%	4%	.	-1%	1%	-4%
N/C(=N\c1nc2c(c(=O)[nH]1)CCCC2)Nc1ccccc1	-3.2	-18%	6%	-11%	-5%	-4	7%	13%	-1%
COc1ccc(CCN(C)C(=O)C23CC4CC(CC(Cl)(C4)C2)C3)cc1OC	-0.2	8%	-20%	-10%	17%	0	?	26%	-17%
C=CCC[C@H](Cc1ccc(F)cc1)C(=O)OC[C@H](Cc1c[nH]c2ccccc12)NC(=O)[C@H](CC=C)CC(=O)N(CCO)Cc1ccccc1	-4.1	-4%	-3%	-4%	15%	8	-34%[inhibitor]	?	-24%
COCc1cc(C)nc(OCC(=O)N/N=C/c2ccccc2)c1C#N	0.2	-7%	-8%[57.1 µM]	4%	-7%	8	9%	12%	0%
Cc1ccc2c(c1)N(CC(=O)NCc1cccs1)C(=O)C(C)O2 (stereo not given)	-1.0	0%	4%	-14%	0%	0	7%	5%	-1%
CCOC(=O)c1c(NC(=O)COC(=O)c2cnccn2)sc(C(=O)NC)c1C	-0.5	-10%	7%	-3%	9%	1	-7%	.	5%
COc1ccc(C(=O)CSc2[nH]c(=O)cc(C(F)(F)F)c2C#N)cc1	0.1	-34%[inhibitor]	-2%	-13%	?	-10	-6%	7%	16%
C/C(=N/OCO/N=C(\C)c1ccccc1)c1ccccc1	1.2	-6%	4%	-10%	-3%	-6	4%	.	-11%
C#Cc1cccc(-n2nnc(C(C)=O)c2C)c1	1.1	19%	-32%	-9%	0%	7	10%	-12%	9%
O=C(Nc1ccccc1)Nc1ccc(Cl)c([N+](=O)[O-])c1	0.7	-18%	6%	-3%	-7%	0	2%	-8%	-13%
CCOCCn1c(C(C)C)nc2ccccc21	-1.2	10%	-3%	-1%	0%	1	-5%	-10%	1%
CCOC(=O)C(=CNc1ccc(NC2=NCC(C)S2)cc1)C(=O)OCC (stereo not given)	-0.2	-18%	-4%	-12%	-5%	8	2%	.	-2%
COc1cc(CN2CCNC(=O)C2CC(=O)N2CCc3ccccc3C2)cc(OC)c1 (stereo not given)	-3.3	6%	12%	-7%	1%	0	-10%	-8%	11%
COc1ccc(-n2c(SCC(=O)Nc3ccc(NC(C)=O)cc3)nc3ccccc3c2=O)cc1	-0.3	5%	1%[57.1 µM]	4%	-1%	4	-4%	-7%	-2%
CNC(=O)C1CC(=O)N(CCc2ccc(OC)c(OC)c2)C(=Nc2ccc(F)cc2)S1 (stereo not given)	-1.6	-17%	-3%	-14%	0%	-3	4%	2%	6%
CN1CCC(OC(=O)COc2ccc(C(C)(C)C)cc2)CC1	0.2	-5%	-6%	-6%	5%	.	0%	12%	0%
CSc1ccc(C(O)c2ncc(-c3ccccc3Cl)[nH]2)cc1 (stereo not given)	0.2	11%	1%	4%	0%	10	-6%	-2%	-10%
CCC(=O)N1CCc2cc(S(=O)(=O)CCC(=O)N(C)c3ccc(OC)cc3)ccc21	-2.1	-3%&-10%	-3%	0%	5%	-1	-7%	-1%&5%	12%
O=C(N/N=C/c1cc([N+](=O)[O-])ccc1O)c1cccc2cc[nH]c12	-1.7	-11%	2%	3%	27%	-14	1%	-29%	-13%
O=C(NC(=O)C(F)(F)F)Nc1ccc(S(=O)(=O)Nc2nccs2)cc1	0.1	-8%	-4%	-10%	-3%	1	3%	-14%	0%
O=C(NCCCn1ccnc1)/C(=C/c1ccc(Cl)cc1)NC(=O)c1ccccc1	-0.8	-7%	-5%	2%	-1%	1	4%	-3%	5%
CCN1C(=O)C(CC(=O)NCCc2ccccc2)N(NC(=O)c2cccnc2)C1=S (stereo not given)	-0.3	-16%	2%	-3%	-3%	-4	10%	13%	-16%
COc1ccc(C2c3c(ncn(CCN4CCOCC4)c3=N)Oc3ccc4ccccc4c32)cc1 (stereo not given)	-0.4	-6%	17%	0%	4%	5	-4%	.	-12%
O=C(O)c1[nH]c2ccccc2c1C(c1ccccc1)c1c(C(=O)O)[nH]c2ccccc12	0.5	9%	-16%	27µM*	0%	-3	-10%	24%	-23%
CC(C)N(CCNCc1nnc(-c2ccccc2)o1)C(C)C	0.2	-1%	3%	4%	-5%	-2	9%	13%	5%
C=CCn1c(SCC(=O)N(CC)C2CCS(=O)(=O)C2)nc2ccccc2c1=O (stereo not given)	0.1	-10%	-2%	3%	3%	0	-7%	-12%	12%
